aSyn tox rescue = qHTS of alpha-syn Inhibitors: NCGC Sytravon Library Screen; S. cerevisiae alpha-synuclein toxicity rescue, BacTiter-Glo growth, 24 h; Potency, µM (doses to about 46.1 µM), inactives show at the top dose growth rescue (activation), actives largely listed as activators; actives 0.02% (n = 94,000); AID 1347070, 2019; active = well fitted activation curve with a large enough effect; note: 0% is about no effect
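Growth restoration measured by BacTiter-Glo luminescence after 24 hr at 30 deg C; alpha-synuclein yeast, raffinose-pregrown to mid-log, were added at OD600=0.02 in galactose medium onto pinned compounds.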
Numbers without * were called inactive; & = joins results of further samples; [ ] = dose if it differs, or a comment. Potency is the fitted concentration of half-maximal effect. Some of the compounds tested; count on the stated rates, not on these rows.

Compound	aSyn tox rescue
O=C(COc1ccccc1-c1nc(-c2ccccc2)no1)Nc1ccccc1[N+](=O)[O-]	5%
Cc1ccccc1N1CCN(Cc2nc(Cc3ccccc3F)no2)CC1	-9%
O=C(CNC(=O)c1cccc(F)c1)OCC(=O)N1CCN(C(=O)c2ccco2)CC1	-8%
COc1ccc(CSC(=S)NNc2ccccc2)cc1	10%
CCOC(=O)c1cc(NC(=O)c2ccccc2)c(=O)oc1C(F)(F)F	-5%
Cc1ccc(CSc2nnc(-n3c(=O)c(C#N)cc4c(=O)n5cccc(C)c5nc43)s2)cc1	-2%
CCOC(=O)c1sc2nc(C)nc(NCc3ccc(F)cc3)c2c1C	1%
COc1ccc(CCNC(=O)Nc2cccc([N+](=O)[O-])c2)cc1	1%
CCN1CCCC(Sc2nc3c([nH]2)c(=S)n(C)c(=O)n3C)C1 (configuration not stated)	-7%
CCc1ccc(NC(=O)c2cccc(NC3=NC4CS(=O)(=O)CC4S3)c2)cc1 (configuration not stated)	-11%
Cc1ccc(S(=O)(=O)N2CCC(C)CC2)c([N+](=O)[O-])c1	12%
O=C(CCNC(=O)c1ccccc1Cl)NCC1COc2ccccc2O1 (configuration not stated)	6%
Cc1nnc(N2C(=O)c3oc4ccccc4c(=O)c3C2c2ccc(C(C)(C)C)cc2)s1 (configuration not stated)	2%
CN(C)Cc1c(C(=O)N/N=C/c2ccoc2)nnn1-c1nonc1N	-1%
COc1ccc(-c2ccc(CCC(=O)O)n2CC(=O)Nc2cccc(Cl)c2C)cc1	6%

4 of the compounds above, with each value named.
CCN1CCCC(Sc2nc3c([nH]2)c(=S)n(C)c(=O)n3C)C1 (configuration not stated)
  aSyn tox rescue = -7%

CCc1ccc(NC(=O)c2cccc(NC3=NC4CS(=O)(=O)CC4S3)c2)cc1 (configuration not stated)
  aSyn tox rescue = -11%

Cc1ccc(S(=O)(=O)N2CCC(C)CC2)c([N+](=O)[O-])c1
  aSyn tox rescue = 12%

O=C(CCNC(=O)c1ccccc1Cl)NCC1COc2ccccc2O1 (configuration not stated)
  aSyn tox rescue = 6%

In a second layout: results already given
O=C(CCNC(=O)c1ccccc1Cl)NCC1COc2ccccc2O1 (configuration not stated)
- aSyn tox rescue = 6%

CCN1CCCC(Sc2nc3c([nH]2)c(=S)n(C)c(=O)n3C)C1 (configuration not stated)
- aSyn tox rescue = -7%

O=C(COc1ccccc1-c1nc(-c2ccccc2)no1)Nc1ccccc1[N+](=O)[O-]
- aSyn tox rescue = 5%

Carrying on.
Compound	aSyn tox rescue
O=C(CSc1nc(=O)[nH]c2c1CCCC2)NCc1ccccc1Cl	-8%
O=C(Cc1cccc2ccccc12)N/N=C/c1ccc2cccc(O)c2n1	0%
CC(C)Cn1c(-c2cc(Br)ccc2F)nc2c1c(=O)[nH]c(=O)n2CC(C)C	7%
Cc1ccc(NC(=S)N(CCC(C)C)C(C)c2ccncc2)c(Cl)c1 (configuration not stated)	5%
COc1ccc(-n2c(=O)c3c4c(sc3n(Cc3ccccc3C)c2=O)CCCC4)c(OC)c1	9%
Cc1cnc(CN2CCCC(C(=O)c3ccc4c5c(cccc35)CC4)C2)[nH]1 (configuration not stated)	5%
Cc1cc(C)c(NC(=O)COCc2cc(-c3cccs3)on2)c(C)c1	-11%
CN1CCN(CC(=O)NC23CC4CC(CC(C4)C2)C3)CC1	-7%
O=C(Nc1ccc(OC(F)(F)F)cc1)c1cc(S(=O)(=O)N2CCCCC2)ccc1N1CCOCC1	-4%
COc1ccc(OC)c(C(=O)CSc2nnc(C3CC3)n2C2CC2)c1	-1%
O=C(Nc1ccc2c(c1)OCO2)C1CC(=O)N(c2ccc3c(c2)OCCO3)C1 (configuration not stated)	-1%
Cc1ccc(C(=O)N/C(=C\c2sccc2C)C(=O)NCCCN2CCOCC2)cc1	-3%
CCN(CC)C(=O)C1=C(C)N(CCC2=CCCCC2)C(=O)C(CC(=O)NCc2cccc3ccccc23)C1 (configuration not stated)	-6%
CCN(CC)CCN(C(=O)c1ccc(Br)s1)c1nc2cc3c(cc2s1)OCCO3	-36%[inhibitor]
COc1ccc(C2N(c3ccc(Cl)cc3)N=C(C(C)=O)N(C)N2C(C)=O)cc1 (configuration not stated)	0%
CCN(CC)S(=O)(=O)c1ccc(N/N=C(\C)c2ccncc2)nc1	2%
C[C@H](CO)N1C[C@H](C)[C@H](CN(C)C(=O)Nc2cccc(C(F)(F)F)c2)OCc2cnnn2CCCC1=O	-3%
CC1=C(C(=O)NC(C)C)C2(CCC(C)CC2)OC1=O (configuration not stated)	-8%
C=CCSc1nc2ccsc2c(=O)n1-c1cccnc1	-2%
COc1cccc(CNC(=O)CCC2CCCN(c3cc(C)nc(N4CCCC4)n3)C2)c1 (configuration not stated)	1%
Cc1ccc(NC(=O)N2CCCC2C(=O)NCc2ccc3c(c2)OCO3)cc1 (configuration not stated)	14%
CC(=O)Nc1ccc(NC(=O)CSc2nc(=O)n(Cc3ccncc3)c3c2CCC3)cc1	2%
CCc1ccc(OCC(=O)Nc2cc(-c3ccc(C)cc3)no2)cc1	0%
CC(=O)c1ccc(N2CCN(S(=O)(=O)c3ccc(-c4cc(C(F)(F)F)on4)s3)CC2)cc1	3%
CCC(C)n1c(=N)c(S(=O)(=O)c2ccc(C)cc2)cc2c(=O)n3cc(C)ccc3nc21 (configuration not stated)	-3%
Nc1nc(NCCOCCO)nc(NCc2ccccc2)c1[N+](=O)[O-]	-2%
COc1ccc(-c2nc3ccc(C(=O)NCc4ccccc4)cc3nc2-c2ccc(OC)cc2)cc1	6%
CCOc1ccc(NC(=O)Cn2cc(C(=O)c3ccc(CC)cc3)c(=O)c3cc(C)ccc32)cc1	7%
CCCOc1ccc(C(=O)O)cc1	6%
CCc1ccc(OCC(=O)N(Cc2cccs2)C2CCS(=O)(=O)C2)cc1 (configuration not stated)	1%
CCc1ccc(Sc2cc(C(=O)NCc3ccccc3OC)c3ccccc3n2)cc1	3%
O=C(N/N=C\c1ccc(OCC(=O)N2CCCC2)cc1)C(=O)Nc1ccccc1F	11%
CN(CC(=O)Nc1ccc(Cl)cc1)C(=O)CN1C(=O)C2CCCCC2C1=O (configuration not stated)	-4%
Cc1ccc(NC(=O)CN2C(=O)C3(SCC(=O)N3c3cccc(Cl)c3)c3ccccc32)cc1C (configuration not stated)	5%
COc1ccc(NC(=O)C2CCCN(S(=O)(=O)c3c(C)[nH]c(=O)[nH]c3=O)C2)cc1OC (configuration not stated)	0%&2%
Cc1nn(C)c2c1c(C(F)(F)F)cc(=O)n2CC(=O)NCc1ccccc1Cl	3%
Cc1ccc(-c2csc(NC(=O)CN3CCOCC3)n2)cc1	2%
CCCNC(=O)C1CCC(Cn2c(=O)c3sccc3n(CC(=O)NCc3cccc(OC)c3OC)c2=O)CC1 (configuration not stated)	-9%
CCOC(=O)CNC(=O)c1cc2c(=O)oc3ccccc3c2s1	-7%
Cc1ccccc1OCCC(=O)OCC(=O)N1c2ccccc2NC(=O)C1(C)C	-7%
O=C(Nc1ccc(Oc2cccc(C(F)(F)F)c2)nc1)c1cccs1	-16%
COc1ccccc1CNC(=O)Cn1c(=O)nc(-c2ccccc2F)c2cc(Cl)ccc21	-7%
COc1ccc(NC(=O)CCNC(=O)c2ccc([N+](=O)[O-])cc2)cc1S(=O)(=O)N1CCCCC1	-3%
CCOc1ncccc1C(=O)OCc1ccc([N+](=O)[O-])cc1	-12%
CC1CCCN(S(=O)(=O)c2ccc(NC(=O)CN3C(=O)NC(C)(c4ccccc4)C3=O)cc2)C1 (configuration not stated)	-1%
COc1ccc(-n2ccnc(NCc3ccc(Cl)cc3)c2=O)cc1	-2%
Cc1ccc(/C=C/C(=O)c2ccc(O)cc2)cc1	-15%
Cc1ccccc1NC(=O)N1CCC(CN2CCCC2)CC1	3%
COc1ccc(CNc2oc(-c3ccc(COc4ccc(OC)cc4)o3)nc2C#N)cc1	-13%
Cc1ccc(C)n1-c1nnc(N2CCCC(C(=O)Nc3ccccc3Br)C2)s1 (configuration not stated)	2%
CCOC(=O)CCc1c(C)nc(-n2[nH]c(C)c(CCO)c2=O)[nH]c1=O	2%
CCc1ccc(NCc2cc3cc4c(cc3n(CC(=O)Nc3ccc(C)cc3)c2=O)OCO4)cc1	1%
COc1cc(OC)c(N(C)C(=O)c2cn(C)c(=O)c3cc(OC)c(OC)cc23)cc1Cl	-4%
CCN(C(=O)CSc1ncc(S(=O)(=O)c2ccc(C)c(Cl)c2)c(=O)[nH]1)c1cccc(C)c1	-9%
O=C(c1ccc(Cl)c(S(=O)(=O)N2CCCC2)c1)N1CCN(c2ccccc2)CC1	-2%
CC(C)(C)n1nnnc1C(c1ccccc1F)N1CCN(C(=O)c2ccco2)CC1 (configuration not stated)	-5%
NC(=O)C1CCN(C(=O)/C=C/c2cccc(Br)c2)CC1	-1%
O=C(CCCN1C(=O)/C(=C/c2cccs2)SC1=S)Nc1cccnc1	-5%
Cc1cccc(NC(=O)N2CC=C(c3c[nH]c4ccccc34)CC2)c1C	-1%
COc1ncnc2c1ncn2CCCN(CCCc1ccccc1)CCCn1cnc2c(OC)ncnc21	1%

Following part.
Compound	aSyn tox rescue
Cc1cnc(C(=O)OCC(=O)N2c3ccccc3CC2C)cn1 (configuration not stated)	0%
Cc1ccc(NC(=O)CN(C)C(=O)c2ccc(COc3ccccc3)cc2)cc1	5%
CC(=O)Nc1nonc1-c1nnc(SCc2ccc(F)cc2Cl)n1C	3%
Cc1ncc([N+](=O)[O-])n1Cc1cccc2ccccc12	11%
Cc1ccc(C)n1-c1nnc(N2CCCC(C(=O)NCc3ccccc3)C2)s1 (configuration not stated)	1%
Cc1ccccc1Cc1ccc(Cl)nn1	-2%
N#Cc1ccccc1S(=O)(=O)c1ccccc1C(=O)Nc1ccccc1	8%
CC(=O)Nc1ccc(NC(=O)CSc2nnc3c4ccccc4n(C)c3n2)cc1	10%
COc1ccc(/C=C(\C#N)C(=O)NC(C)c2ccccc2)cc1O (configuration not stated)	13%
CCn1c(C(=O)NCCc2ccc(OC)c(OC)c2)cc2sc(Cl)cc21	-9%
CCC(Oc1ccccc1F)C(=O)Nc1cc(-c2ccccc2)no1 (configuration not stated)	-2%
COc1ccc(OC)c(S(=O)(=O)N2CCN(Cc3nc4ccc(C)cc4o3)CC2)c1	-4%
Cc1cc(N2CCN(c3ccccc3)CC2)nc(N2CCOCC2)n1	-1%
Cc1ccc(NC(=O)c2ncn(-c3ccccc3)n2)cc1Cl	-9%
CC(C)N1CCN(c2ccncc2S(=O)(=O)N2CCN(C)CC2)CC1	-3%
CCOc1ccc(NC(=O)NCc2c(-n3cccc3)sc3c2CCCC3)cc1	1%
Cc1cc(OCCCSc2nc(-c3ccc(C(C)(C)C)cc3)nc3cc(=O)[nH]n23)ccc1Cl	0%
CC1CN(S(=O)(=O)c2cccc(C(=O)N(C)C3CCCCC3)c2)CC(C)O1 (configuration not stated)	9%
CC(C)(C)C(=O)Nc1c(C(=O)N2CCN(c3ccc(F)cc3)CC2)oc2ccccc12	-3%
CCOC(=O)/C=C1/N(C)c2ccccc2C1(C)C	2%
COc1ccc(NC(=O)CCC(=O)c2cccs2)cc1Cl	-18%
COc1ccc(-c2nc3c(C#N)c[nH]n3c2NC2CCCCC2)c(OC)c1	12%
CN(C)/C=C1\SC(=S)N(c2ccc(Br)cc2)C1=O	7%
CCN(CC)S(=O)(=O)c1ccc(C(=O)N2CC(=O)Nc3ccc(F)cc3C2c2ccccc2)cc1 (configuration not stated)	5%
COc1ccc(OC)c(CC(=O)Nc2ccc3c(c2)CCC3)c1	6%
O=C(Nc1nnc(Cc2ccccc2F)s1)c1ccccc1Cl	3%
Cc1cccc(C)c1NC(=O)C(C)N1CCCCC1 (configuration not stated)	-8%
O=C(NCCCN=C1NS(=O)(=O)c2ccccc21)c1ccccc1Cl	7%
COc1ccccc1N(C)C(=O)Cn1c(=O)oc2cc(S(=O)(=O)N3CCCC3)ccc21	-3%
COc1ccccc1CCNC(=O)C1(C)CC1(Cl)Cl (configuration not stated)	0%
Cc1ccc(S(=O)(=O)N2CCOC2CNC(=O)C(=O)NCc2cccnc2)cc1 (configuration not stated)	-3%
CN(C)S(=O)(=O)c1ccc(-c2csc(N/N=C/c3ccc(O)cc3)n2)cc1	0%
CN(Cc1ccc(Cl)cc1Cl)C(=O)CNC(=O)c1ccc2c(c1)OCO2	12%
O=C(OCC(=O)N1CCCC1)c1cc(F)c(F)cc1Cl	-8%
CCN1CCN(C(=O)c2ccc3c(=O)n(CCc4ccccc4)c(=O)[nH]c3c2)CC1	16%
CCOc1ccc(NS(=O)(=O)c2c(C)nc3sc(CC)nn3c2=O)cc1	1%
CCOC(=O)c1c(-c2ccc(C)cc2C)csc1NC(=O)c1ccccc1Cl	-4%
Cc1ccc(SCc2nc(-c3ccc(C(=O)NCc4ccc(Cl)cc4)cc3)oc2C)cc1	-4%
